TAAR1 agonist – human TAAR1 agonists, primary screen, Fluo-8 calcium fluorescence, CHO RD-HGA16 cells | activation, % at 3 µM | actives 0.99% (n = 360,000) | AID 624467, 2012 | vehicle wells 0%, saturating PEA agonist 100% | Trace amine-associated receptor 1 (Homo sapiens), Q96RJ0;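 active = activation above the mean activation of all test compounds in the run plus 3 SD, cut at about 38% in these data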
Target sequence (Q96RJ0 whole entry, looked up): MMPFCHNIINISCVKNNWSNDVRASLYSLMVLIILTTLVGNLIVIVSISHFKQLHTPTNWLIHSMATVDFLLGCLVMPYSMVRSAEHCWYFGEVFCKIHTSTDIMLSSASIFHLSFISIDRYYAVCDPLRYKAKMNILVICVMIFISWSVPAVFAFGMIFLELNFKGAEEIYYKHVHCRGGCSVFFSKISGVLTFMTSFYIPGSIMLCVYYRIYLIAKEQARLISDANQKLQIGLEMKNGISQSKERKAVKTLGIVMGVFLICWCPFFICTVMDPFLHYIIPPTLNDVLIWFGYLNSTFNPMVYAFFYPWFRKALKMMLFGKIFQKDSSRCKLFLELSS
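Signal – calcium-sensitive Fluo-8 signal, excitation 470-495, emission 515-575 nm · System – RD-HGA16 (CHO) cells co-expressing Gα16 and hTAAR1 · Incubation – 17-24 h seeding, 75 min 37 °C dye, 30 min RT · Compound dosing – 3 µM single concentration · Repeats – no replicates (n 1)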
CHO-K1 Ca ag – counter-screen for M1 agonists: effect in parental CHO-K1 cells | Fluo-8 calcium fluorescence; scaled to maximal ATP response, vehicle zero | activation, % at 3 µM | actives 0.48% (n = 360,000) | AID 602248, 2012; in the data active = activation above about 15%;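 note: untransfected CHO-K1 host cells lacking M1 receptor as counterscreen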
TAAR1 antag – human TAAR1 antagonists, primary screen, Fluo-8 calcium fluorescence, CHO RD-HGA16 cells. antagonist. inhibition, % at 3 µM. actives 1.5% (n = 360,000);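 active = inhibition above a per-plate cutoff, the mean inhibition of test compounds on that plate plus 3 SD, cut at about 49% in these data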;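 note: 0% = DMSO plus EC80 beta-PEA response and 100% = DMSO alone without agonist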
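System: RD-HGA16 CHO cells with stable hTAAR1 and Gα16 | Probe or stimulus: EC80 β-phenethylamine stimulus | Dosing: 3 µM, single point | Times: Dye loading 75 min at 37 °C, then 30 min room temperature | Measured by: Fluo-8 calcium-sensitive fluorescence | Read-out basis: % inhibition of agonist calcium response | Replicates: n of 1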
CHO parental Ca – ATP-evoked calcium signal inhibitors, parental CHO, primary screen, counter-screen for OX1R antagonist project, cell-based, fluorescence, Fluo-8 calcium dye. parental CHO-K1, ATP-induced calcium, Fluo-8 fluorescence. inhibition, % at 5.6 µM. actives 0.63% (n = 330,000). AID 463079, 2010;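 active = inhibition above that plate's mean sample inhibition plus 3 SD, cut at about 26% in these data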;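 note: 0% = ATP-challenged DMSO wells and 100% = DMSO wells without ATP; some compounds past the cut are filed as inactive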
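Assay system: parental CHO cells; Read-out basis: percent inhibition of ATP-evoked calcium rise, normalized to controls; Benchmarks: ATP and no-ATP DMSO wells; Compound dosing: single nominal dose of 5.6 µM per compound; Signal: Fluo-8 calcium dye fluorescence; Also added: ATP as calcium-mobilizing challenge; Repeats: singlicate.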
OXTR potentiator – human OXTR potentiators, primary screen, fluorescence, CHO-OTR cells, Fluo-8 calcium; Fluo-8 calcium fluorescence, potentiator mode; 0% = oxytocin EC15, 100% = EC100; actives 0.061% (n = 320,000); AID 2445, 2010; Oxytocin receptor (Homo sapiens), P30559; activation, % at 3 µM;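 active = activation above that plate's cutoff, the mean activation of tested compounds plus 3 SD, cut at about 6.6% in these data, passing the limit was not always enough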;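 note: 100% uses oxytocin at 75 nM as the full agonist control; some results filed as inactive read as strong as hits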
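assay system = CHO-OTR cells, human receptor | schedule = compound 6 min at room temperature before oxytocin, 100 s read | detection = Fluo-8 intracellular calcium fluorescence, ex 470-495, em 515-575 nm | evaluation = normalized max/min fluorescence ratio, % activation | control set = EC15 oxytocin alone as 0%, 75 nM oxytocin (EC100) as 100%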
M1 PAM parental – nonselective calcium activators in parental CHO-K1 cells, primary screen, counter-screen for M1 PAM project, cell-based, Fluo-8 calcium fluorescence, full deck, 1536-well; ATP EC20; 0% at ATP EC20, 100% at ATP max; activation, % at 3 µM; actives 0.02% (n = 360,000);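 active = activation above the run cutoff, the mean activation of all test compounds plus 3 SD, cut at about 40% in these data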;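 note: peak over basal fluorescence ratio in a 140 s read after ATP addition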
CHRM1 agonist – human M1 muscarinic receptor agonists, primary screen, Fluo-8 calcium fluorescence, CHO-K1 cells, HTS. Muscarinic acetylcholine receptor M1 (Homo sapiens), P11229. CHO-K1 hM1, agonist mode; 0% DMSO, 100% acetylcholine EC100. activation, % at 3 µM. actives 0.33% (n = 360,000);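 active = activation above the run's mean compound activation plus 3 SD, cut at about 16% in these data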;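 note: peak over basal fluorescence ratio within a 140 s kinetic read after compound addition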
Target sequence (P11229 whole entry, looked up): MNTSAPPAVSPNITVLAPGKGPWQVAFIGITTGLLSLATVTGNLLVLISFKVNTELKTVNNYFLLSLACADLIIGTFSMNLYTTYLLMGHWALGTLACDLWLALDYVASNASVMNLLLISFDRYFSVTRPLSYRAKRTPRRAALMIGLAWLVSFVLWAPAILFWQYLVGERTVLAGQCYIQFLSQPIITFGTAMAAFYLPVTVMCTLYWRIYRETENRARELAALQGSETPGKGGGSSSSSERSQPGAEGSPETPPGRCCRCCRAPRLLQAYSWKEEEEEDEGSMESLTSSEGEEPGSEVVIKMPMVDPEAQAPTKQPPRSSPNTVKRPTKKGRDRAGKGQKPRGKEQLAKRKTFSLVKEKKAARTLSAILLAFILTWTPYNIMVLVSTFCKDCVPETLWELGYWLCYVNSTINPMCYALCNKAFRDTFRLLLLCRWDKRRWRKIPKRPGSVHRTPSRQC
CHO-K1 Ca antag – counter-screen for M1 antagonists: effect in parental CHO-K1 cells. ATP-induced calcium, Fluo-8 fluorescence. inhibition, % at 3 µM. actives 0.6% (n = 360,000). AID 602250;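 active = inhibition above a per-plate cutoff, the plate's mean sample inhibition plus 3 SD, cut at about 24% in these data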;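 note: 0% = DMSO plus EC80 ATP and 100% = DMSO alone without ATP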
CHRM1 antagonist – human M1 muscarinic receptor antagonists, primary screen, CHO-K1 cells, Fluo-8 calcium fluorescence, 1536-well. CHO-K1 hM1, ACh EC80 antagonist. Muscarinic acetylcholine receptor M1 (Homo sapiens), P11229. inhibition, % at 3 µM. actives 1.3% (n = 360,000);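 active = percent inhibition above its own plate's cutoff, namely the mean of that plate's compound wells plus 3 SD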;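 note: peak over basal fluorescence ratio during 140 s after agonist addition; 0% = ACh EC80 plus DMSO and 100% = DMSO alone without agonist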
Starred values were filed as active, the others as inactive; . = not tested or not shown.

Structure	TAAR1 agonist	CHO-K1 Ca ag	TAAR1 antag	CHO parental Ca	OXTR potentiator	M1 PAM parental	CHRM1 agonist	CHO-K1 Ca antag	CHRM1 antagonist
COCCNC(=O)CN1C(=O)COc2ccc(S(=O)(=O)N3CC(C)CC(C)C3)cc21 (stereo not given)	-1	-0.4	-16	-19	-7	18	-8	-4	-18
O=C1CC(c2ccc(O)cc2)Oc2ccccc21 (stereo not given)	1	0.6	-4	3	-5	-4	-2	-4	-10
COc1ccc(CCN2CCCC(CN(C)C(=O)c3cc(C)oc3C)C2)cc1 (stereo not given)	-1	0.9	4	-22	-1	21	-7	-11	-3
Cc1[nH]c2ccccc2c1C(=O)COC(=O)c1ccc[n+]([O-])c1	1	0.7	-20	-5	-4	16	-1	-6	-15
C/[N+]([O-])=C\C1C(=O)CC(C)(C)CC1=O	8	0.8	8	-19	1	19	-5	-3	3
CC1(C(=O)Nc2ccc(F)c(Cl)c2)Cc2c(-c3ccccc3)ccnc2O1 (stereo not given)	-1	0.7	2	.	.	12	3	-10	-14
Cc1ccc(/C=C/C(=O)NCCc2ccccc2)o1	3	0.0	-24	-9	-8	17	-1	-6	-21
COC(=O)c1ccc(OCC(=O)Nc2ccccc2C(=O)NC2CC2)cc1	18	6.5	62*	-7	-7	20	1	-20	26
CC(C)(C=O)Cc1cc(C(C)(C)C)c(O)c(C(C)(C)C)c1	3	-0.1	-29	-7	2	6	-4	0	-22
Cc1ccc(-n2c(SCC(=O)Nc3cc(C)on3)nc3ccccc3c2=O)cc1	7	0.3	4	-13	4	-1	-3	3	5
Cc1cc(=O)oc2cc(OCC(=O)N3CCN(C(=O)c4ccco4)CC3)ccc12	9	6.0	-2	-4	-10	-8	-4	4	8
COc1ccc(C(=O)CSc2nc3[nH]ncc3c(=O)[nH]2)cc1	1	0.6	-1	0	-3	8	-5	-3	4
O=C(Nc1ccccc1)NC1(C(=O)N2CCN(c3ncccn3)CC2)CCCCC1	3	0.3	0	1	-16	2	-3	-6	-4
CCc1cc2c(SCC(=O)c3ccccc3)ncnc2s1	10	0.6	11	-26	-15	24	-6	-13	-11
COCCNC(=S)NC1CC2CCC(C1)N2Cc1ccccc1 (stereo not given)	2	0.1	-10	0	-10	1	-13	-3	2
CN(Cc1ccccc1)C(=C(Cl)Cl)/C(=C1/NCCN1C)[N+](=O)[O-]	7	0.6	7	-5	-3	12	-2	-8	-1
C#Cc1cccc(NC(=O)C2CCN(C(C)=O)CC2)c1	1	2.3	-15	-11	-18	14	-2	-16	-11
c1ccc(CCn2nnnc2CN2CCc3ccccc32)cc1	7	0.1	9	-11	-14	2	-3	-3	4
CSc1ccc(/C=C(/NC(=O)c2ccco2)C(=O)NCc2ccco2)cc1	2	1.1	-6	.	.	12	0	-9	-8
CCOc1ccc(NCc2ccccc2OCc2cccc(F)c2)cc1	-1	-0.1	-21	-9	-1	-10	-5	-5	-9

Two of the compounds above, as labelled records:
c1ccc(CCn2nnnc2CN2CCc3ccccc32)cc1
  TAAR1 agonist = 7	CHO-K1 Ca ag = 0.1	TAAR1 antag = 9	CHO parental Ca = -11	OXTR potentiator = -14	M1 PAM parental = 2	CHRM1 agonist = -3	CHO-K1 Ca antag = -3	CHRM1 antagonist = 4

CSc1ccc(/C=C(/NC(=O)c2ccco2)C(=O)NCc2ccco2)cc1
  TAAR1 agonist = 2	CHO-K1 Ca ag = 1.1	TAAR1 antag = -6	CHO parental Ca = .	OXTR potentiator = .	M1 PAM parental = 12	CHRM1 agonist = 0	CHO-K1 Ca antag = -9	CHRM1 antagonist = -8

(listing goes on)
Structure	TAAR1 agonist	CHO-K1 Ca ag	TAAR1 antag	CHO parental Ca	OXTR potentiator	M1 PAM parental	CHRM1 agonist	CHO-K1 Ca antag	CHRM1 antagonist
O=C(c1ccc(S(=O)(=O)Cc2ccccc2Cl)c([N+](=O)[O-])c1)N1CCOCC1	4	2.2	-4	-13	5	-22	-1	6	-1
Cc1nccnc1Sc1ccccc1	0	0.3	-5	-6	-2	12	0	-7	-17
COC(=O)c1ccccc1NC(=S)N1CCN(c2ccc(OC)cc2)CC1	2	0.8	-29	-10	-5	-3	-4	-10	-4
Cc1cc2nc(CS)[nH]c2cc1C	-2	0.3	-3	-23	-2	-10	0	-7	-3
CC1CCN(Cc2c(C(=O)N/N=C/c3ccccc3O)nnn2-c2nonc2N)CC1	2	0.4	-10	-7	3	26	-4	-14	-6
COc1ccc(CCNC(=O)CCn2c(=O)oc3ccccc32)cc1	1	0.8	-7	4	4	18	-4	-5	-4
O=C(CCc1nc2ccccc2c(=O)[nH]1)NNC(=O)c1cccc(Cl)c1	4	0.6	-16	-10	0	-8	-3	-9	-5
CCN1C[C@@H]2[C@@H]3C(=O)N(C)C(=O)[C@@H]3[C@](CC)(C1=O)N2C(=O)c1ccc(C(C)(C)C)cc1	5	0.2	-16	2	-7	0	-1	-3	-1
Cc1ccnc(NC(=O)c2ccc(Cl)c(NC(=O)c3ccccc3C)c2)c1	.	2.4	.	-23	-2	11	-4	-5	-10
CCN(CCNS(=O)(=O)c1ccc2[nH]c(=O)sc2c1)c1ccccc1	3	3.8	31	1	-5	17	-1	-5	-5
COc1ccc(NC(=O)CCNS(=O)(=O)c2ccc3c(c2)c(=O)n(C)c(=O)n3C)cc1OC	6	0.0	2	11	-4	11	-6	-6	2
CCOc1ccc(/C(O)=C2/C(=O)C(=O)N(c3ncccn3)C2c2ccc(Cl)cc2)cc1 (stereo not given)	3	-0.1	-24	-17	-8	3	-4	-2	-15
Cc1ccc(N2CN(Cc3ccco3)CNC2=S)c(C)c1	6	0.2	-11	-9	-2	16	-3	-2	-5
Cn1c(Cn2cnc3ccccc32)nc2ccccc21	13	3.0	-3	6	-17	7	-1	-6	-2
Cc1nnc(SCc2cnc(-c3ccccc3)o2)[nH]c1=O	6	0.3	8	9	2	10	-2	-2	-8
CSc1ccc(C(=O)C2CCCN(C(=O)c3nn(C)c(=O)c4ccccc34)C2)cc1 (stereo not given)	4	5.2	-9	-10	-12	14	-6	-9	-6
Cc1ccc(NC(=O)CN2C(=O)c3ccccc3S2(=O)=O)c(C)c1	-1	0.2	-7	-17	2	-1	-2	1	8
COc1ccccc1NS(=O)(=O)c1ccc(C)c(C(=O)Nc2ccc(S(=O)(=O)Nc3onc(C)c3C)cc2)c1	0	1.1	-9	.	.	18	-4	-20	-7
Nc1ccc2nc(CCc3ccccc3)[nH]c2c1	1	2.8	-4	-12	-4	9	-9	-4	6
CC(=O)Nc1cccc(-c2ccnc3c2CC(C(=O)NCc2ccc(F)c(F)c2)O3)c1 (stereo not given)	4	1.9	-7	.	.	1	4	8	-15

Reformatted with values under each structure: entries from further up
Under each structure – TAAR1 agonist | CHO-K1 Ca ag | TAAR1 antag | CHO parental Ca | OXTR potentiator | M1 PAM parental | CHRM1 agonist | CHO-K1 Ca antag | CHRM1 antagonist
COc1ccc(CCNC(=O)CCn2c(=O)oc3ccccc32)cc1
→ 1 | 0.8 | -7 | 4 | 4 | 18 | -4 | -5 | -4
O=C(CCc1nc2ccccc2c(=O)[nH]1)NNC(=O)c1cccc(Cl)c1
→ 4 | 0.6 | -16 | -10 | 0 | -8 | -3 | -9 | -5
CCN1C[C@@H]2[C@@H]3C(=O)N(C)C(=O)[C@@H]3[C@](CC)(C1=O)N2C(=O)c1ccc(C(C)(C)C)cc1
→ 5 | 0.2 | -16 | 2 | -7 | 0 | -1 | -3 | -1

Entries of single compounds as entered above. Order of screens: TAAR1 agonist, CHO-K1 Ca ag, TAAR1 antag, CHO parental Ca, OXTR potentiator, M1 PAM parental, CHRM1 agonist, CHO-K1 Ca antag, CHRM1 antagonist
Listed for `COc1ccc(CCNC(=O)CCn2c(=O)oc3ccccc32)cc1` : 1, 0.8, -7, 4, 4, 18, -4, -5, -4
Listed for `COC(=O)c1ccccc1NC(=S)N1CCN(c2ccc(OC)cc2)CC1` : 2, 0.8, -29, -10, -5, -3, -4, -10, -4
Listed for `Cc1cc2nc(CS)[nH]c2cc1C` : -2, 0.3, -3, -23, -2, -10, 0, -7, -3

Later entries
Structure	TAAR1 agonist	CHO-K1 Ca ag	TAAR1 antag	CHO parental Ca	OXTR potentiator	M1 PAM parental	CHRM1 agonist	CHO-K1 Ca antag	CHRM1 antagonist
Cc1cc(C)cc(N(CC(=O)Nc2ccccc2)C2=NC3CS(=O)(=O)CC3S2)c1 (stereo not given)	7	0.2	-7	-12	-9	-8	9	-2	-12
CN(C)c1cc(NC(=O)CNC(C)(C)CC(C)(C)C)c2ccccc2n1	2	0.1	-14	-43	0	18	-13	-1	2
CC1=CC[C@@]23CCCN2C(=O)CCC[C@H]3C1	4	0.0	-25	-12	.	-11	-3	-1	20
CCn1c(SCC(=O)NCc2ccco2)nnc1-c1cccs1	6	0.5	-12	-1	-1	13	-5	-19	-8
CCCCCCNS(=O)(=O)c1ccc(NC(=O)C2CCCO2)cc1 (stereo not given)	8	5.7	-5	-4	-5	16	-4	-2	-8
Nc1nc(C23CC4CC(CC(C4)C2)C3)[nH]c(=O)n1	2	0.6	-4	-6	-11	17	-3	-7	-11
CCn1cc(C(=O)NCCCOC(C)C)c(=O)c2cc(S(=O)(=O)N3CCC(C)CC3)ccc21	0	-0.2	-6	-11	-4	2	-2	-3	-7
Cc1ccc(-c2nnn(CC(=O)N3CCN(c4ccccc4)CC3)n2)o1	8	0.5	6	-11	-6	8	4	-18	-21
COc1ccc(C2C(C#N)=C(N)Oc3cc(C)[nH]c(=O)c32)cc1OC (stereo not given)	5	0.6	-26	0	-13	15	-4	-6	-13
CCOC(=O)C1=C(C)Nc2nc3ccccc3n2C1c1ccccc1 (stereo not given)	6	0.1	-34	-16	2	-16	-1	3	-6
O=C(Nc1ccncc1)C1CCN(S(=O)(=O)c2ccccc2C(F)(F)F)CC1	14	11	30	6	-10	-4	1	-4	-9
Cc1cccc(C)c1NC(=O)CN1CCN(C(=O)c2cc(C3CC3)nn2-c2ccccc2)CC1	1	0.6	3	.	.	16	-6	-2	-17

Compound activity: PubChem, The Scripps Research Institute Molecular Screening Center
